Bioassay records from PubChem.
hcGAS inh: blocks human cGAS activity; 290,000 compounds, 0.081% hits; recombinant h-cGAS, ATP depletion, Kinase-Glo luminescence; inhibition, % at 12.5 µM; Q8N884;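 note: 0% = vehicle reaction and 100% = reaction without DNA for no activity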
Target sequence (Q8N884 whole entry, looked up): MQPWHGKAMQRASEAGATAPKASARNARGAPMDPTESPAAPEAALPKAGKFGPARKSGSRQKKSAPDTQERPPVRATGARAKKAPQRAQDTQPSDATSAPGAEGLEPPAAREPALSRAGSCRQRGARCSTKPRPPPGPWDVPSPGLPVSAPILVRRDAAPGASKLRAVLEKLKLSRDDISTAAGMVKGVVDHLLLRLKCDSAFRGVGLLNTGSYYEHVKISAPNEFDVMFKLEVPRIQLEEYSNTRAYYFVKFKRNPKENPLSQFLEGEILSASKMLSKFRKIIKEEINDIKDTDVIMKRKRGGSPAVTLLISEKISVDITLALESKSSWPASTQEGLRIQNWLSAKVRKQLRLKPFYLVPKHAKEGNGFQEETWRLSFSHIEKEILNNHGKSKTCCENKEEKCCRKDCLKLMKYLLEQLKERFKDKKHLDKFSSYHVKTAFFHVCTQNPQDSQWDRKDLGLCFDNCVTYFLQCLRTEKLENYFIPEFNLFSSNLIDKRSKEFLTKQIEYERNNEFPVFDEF
NPYLR7 ag: mosquito NPYLR7 agonism | activation, % at 10 µM | HEK293T NPYLR7/Galpha15, GCaMP6s calcium fluorescence | 270,000 compounds, 0.15% hits; in the data active = activation above about 40%;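 note: 0% = vehicle and 100% = reference agonist at the receptor; some compounds past the cut are filed as inactive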
mcGAS inh: blocks mouse cGAS activity; Q8C6L5; recombinant cGAS, Kinase-Glo ATP depletion luminescence; inhibition, % at 12.5 µM; 160,000 compounds, 0.15% hits;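 note: 0% = negative control wells and 100% = reference inhibitor with no enzyme activity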
* = called active by the depositor; · = not tested or not shown; & = joins results of further samples. Cut-off read from the data, not from the text of the source, unless noted: active = inhibition above about 40%; inactive = the rest.

compound	hcGAS inh	NPYLR7 ag	mcGAS inh
CN(C)C(=O)C1CCCN1Cn1[nH]c(-c2ccccc2)nc1=S (stereo unspecified)	-4	6	·
COC(=O)[C@@H]1Cc2nc[nH]c2CN1C(=O)C1CCCCC1	-4	-11	-5
COc1ccc(Cl)cc1Cn1c(C)c(C(=O)NCc2ccccc2C(F)(F)F)sc1=O	-2	10	·
O=C(NCc1ccccn1)c1csc(CSc2nnc(-c3ccccc3Cl)n2-c2ccccc2F)n1	-16	-10	-5
COc1ccc(CN(C)C(=O)c2cnc3c(c2)c(=O)n(C)c(=O)n3C)cc1F	-10	8	-8
O=C(C=CNc1ccnn1C1CCCCC1)C(F)(F)F	-2	0	-4
O=C(CSc1nnc(C2CC2)n1C1CC1)N1CCN(C(=O)c2ccco2)CC1	-4	9	-6
O=S(=O)(NCc1ccccc1)Nc1ccc(-c2cn[nH]c2)cc1	-10	-2	·

Later entries.
compound	hcGAS inh	NPYLR7 ag	mcGAS inh
C=CCn1c(=O)c2c(nc3n(Cc4ccccc4)c(C)c(C)n23)n(C)c1=O	-4	-3	·
Cc1ccc(C)n1C1CCN(C(=O)NCc2ccc(NC(=O)C(C)C)cc2)CC1	-5	3	·
Cc1nnc(SCC(=O)N[C@@H](CO)Cc2ccccc2)s1	-10	·	-12
Cc1ccc2c(c1)CN(CCC(=O)NCC(c1cccnc1)N1CCCCC1)CC(C)O2 (stereo unspecified)	-3	2	-8
COc1cc(COC2CCCN(S(=O)(=O)C(C)C)C2)cc(OC)c1 (stereo unspecified)	-5	-2	-3
COc1ccc(C(=O)Nc2nc(-c3ccc(C#N)cc3)cs2)c(OC)c1	3	0	0
O=C(c1ccc2c(c1)OCO2)N1CCCC(Nc2ccc(F)c(F)c2)C1 (stereo unspecified)	-5	16	·
O=C(NC1CC1)C1CCN(C2CCN(C(=O)c3ccccc3-n3cccn3)CC2)CC1	-9	18	·

Continuation:
compound	hcGAS inh	NPYLR7 ag	mcGAS inh
CCN(CC)C(=O)[C@@H]1C[C@@H](N)CN1C(=O)CN1CCCC1=O	-3	-1	-11
CCNC(=O)N1CCN(C(C(=O)NCCc2ccccc2)C2CCCC2)CC1 (stereo unspecified)	-2	-16	0
O=C(Cc1ccc(O)c(Cl)c1)N1CCOC(c2ccc(Cl)cc2)C1 (stereo unspecified)	-5	10	-14
CCOc1ccccc1C(=O)Nc1ccc(N2CCN(C(=O)COCc3ccccc3)CC2)nc1	-4	-5	-6
Cn1c(=O)c(Br)c2c3c(cccc31)C(=O)c1ccccc1-2	-5	-1	-6
CCNC(=O)c1cccnc1Sc1cccc(C(F)(F)F)c1	-7	1	·
COc1ccc2nc(NC(=O)C3CCCN3S(=O)(=O)c3ccc(C)cc3)sc2c1 (stereo unspecified)	0	-5	-3
CN1CC2(CCN(C(=O)c3ccccc3-n3cncn3)C2)OC1=O (stereo unspecified)	-8	4	·

A run of entries from further up:
compound	hcGAS inh	NPYLR7 ag	mcGAS inh
COc1ccc(Cl)cc1Cn1c(C)c(C(=O)NCc2ccccc2C(F)(F)F)sc1=O	-2	10	·
O=C(NCc1ccccn1)c1csc(CSc2nnc(-c3ccccc3Cl)n2-c2ccccc2F)n1	-16	-10	-5
COc1ccc(CN(C)C(=O)c2cnc3c(c2)c(=O)n(C)c(=O)n3C)cc1F	-10	8	-8
O=C(C=CNc1ccnn1C1CCCCC1)C(F)(F)F	-2	0	-4
O=C(CSc1nnc(C2CC2)n1C1CC1)N1CCN(C(=O)c2ccco2)CC1	-4	9	-6
O=S(=O)(NCc1ccccc1)Nc1ccc(-c2cn[nH]c2)cc1	-10	-2	·
C=CCn1c(=O)c2c(nc3n(Cc4ccccc4)c(C)c(C)n23)n(C)c1=O	-4	-3	·
Cc1ccc(C)n1C1CCN(C(=O)NCc2ccc(NC(=O)C(C)C)cc2)CC1	-5	3	·
Cc1nnc(SCC(=O)N[C@@H](CO)Cc2ccccc2)s1	-10	·	-12
Cc1ccc2c(c1)CN(CCC(=O)NCC(c1cccnc1)N1CCCCC1)CC(C)O2 (stereo unspecified)	-3	2	-8
COc1cc(COC2CCCN(S(=O)(=O)C(C)C)C2)cc(OC)c1 (stereo unspecified)	-5	-2	-3
COc1ccc(C(=O)Nc2nc(-c3ccc(C#N)cc3)cs2)c(OC)c1	3	0	0
O=C(c1ccc2c(c1)OCO2)N1CCCC(Nc2ccc(F)c(F)c2)C1 (stereo unspecified)	-5	16	·
O=C(NC1CC1)C1CCN(C2CCN(C(=O)c3ccccc3-n3cccn3)CC2)CC1	-9	18	·
CCN(CC)C(=O)[C@@H]1C[C@@H](N)CN1C(=O)CN1CCCC1=O	-3	-1	-11
CCNC(=O)N1CCN(C(C(=O)NCCc2ccccc2)C2CCCC2)CC1 (stereo unspecified)	-2	-16	0
O=C(Cc1ccc(O)c(Cl)c1)N1CCOC(c2ccc(Cl)cc2)C1 (stereo unspecified)	-5	10	-14
CCOc1ccccc1C(=O)Nc1ccc(N2CCN(C(=O)COCc3ccccc3)CC2)nc1	-4	-5	-6
Cn1c(=O)c(Br)c2c3c(cccc31)C(=O)c1ccccc1-2	-5	-1	-6
CCNC(=O)c1cccnc1Sc1cccc(C(F)(F)F)c1	-7	1	·
COc1ccc2nc(NC(=O)C3CCCN3S(=O)(=O)c3ccc(C)cc3)sc2c1 (stereo unspecified)	0	-5	-3
CN1CC2(CCN(C(=O)c3ccccc3-n3cncn3)C2)OC1=O (stereo unspecified)	-8	4	·

The list goes on:
compound	hcGAS inh	NPYLR7 ag	mcGAS inh
CSc1ccc(C(=O)CC(C)(C)C(=O)NC2CCC(C(C)(C)C)CC2)cc1 (stereo unspecified)	-4	-7	-4
CC(C)Cc1cc(Cn2cnnc2)no1	-2	1	-19
CC(=O)NCCC1=CCCN(Cc2ccc3c(c2)OCO3)C1	-5	23	-12
CCOC(=O)c1ccc(Nc2nnc(-c3cc4cc(OC)ccc4oc3=O)s2)cc1	-7	-8	-6
C=C(C)CNC(=S)NNC(=O)COc1ccccc1	-4	1	-2
N#Cc1c(N)nc2c(c1-c1cccnc1)CCCCC2	-11	2	·
CCn1c(SCC(=O)NCc2ccc(Cl)cc2)nc2c(-c3ccccc3)c[nH]c2c1=O	-3	-1	-7
Cc1ccc(-c2ccc(OCCNC(=O)Cc3cccs3)nn2)cc1	-7	0	1

(list continues)
compound	hcGAS inh	NPYLR7 ag	mcGAS inh
Cc1cc([N+](=O)[O-])nn1CC(=O)NCc1ccc2c(c1)OCO2	-6	2	-1
CC(=O)NNC(=S)NC1CCCC1	-5	11	·
CN(C)c1cccc(C(NC(=O)c2ccc(Br)cc2)c2ccc(S(C)(=O)=O)cc2)c1 (stereo unspecified)	-2	-4	-4
COc1ccc(-n2cc(-c3ccccc3)c3c(=O)[nH]cnc32)cc1	-7	-8	-8
CCOC(=O)N1CCC(N2CCN(Cc3ccc(OCC)cc3)C(CCO)C2)CC1 (stereo unspecified)	2	5	·
CC(=O)CC1(O)C(=O)N(CCCOc2ccccc2C)c2c(C)cccc21 (stereo unspecified)	-9	-7	·
O=c1[nH]c(Cn2cc(C(F)(F)F)cc(Cl)c2=O)nc2sc3c(c12)CCC3	-3	-1	·
Cc1ccccc1-c1nc2ccc(Br)cn2c1NC(C)(C)C	-5	21	-4

The final three records of the part above lead into the next:
compound	hcGAS inh	NPYLR7 ag	mcGAS inh
CC(=O)CC1(O)C(=O)N(CCCOc2ccccc2C)c2c(C)cccc21 (stereo unspecified)	-9	-7	·
O=c1[nH]c(Cn2cc(C(F)(F)F)cc(Cl)c2=O)nc2sc3c(c12)CCC3	-3	-1	·
Cc1ccccc1-c1nc2ccc(Br)cn2c1NC(C)(C)C	-5	21	-4
CC1(C(=O)O)CCCCCCC1O (stereo unspecified)	11	-8	·
Cc1ccc(NC(=S)N(C)C)cc1	-7	-8	-6
O=C1/C(=C/c2ccc(O)cc2)SC(=Nc2ccccc2)N1C1CCCC1	3	-8	·
CCCCCC(=O)N(CN1C(=O)c2ccccc2C1=O)c1ccccc1OC	-4	19	-5
CN(Cc1ccccc1)c1ncccc1CNC(=O)[C@H]1C[C@@H]2C=C[C@H]1C2	-6	4	·
CC1CN(Cc2cccc(CNC3CCCC3)c2)CCO1 (stereo unspecified)	-12	6	-9
Cc1sc2nc(SCC(=O)NCc3ccccc3)n(CC(C)C)c(=O)c2c1C	1	-1	·
CC(C)N(CC(=O)N1CCc2sccc2C1c1ccc(Cl)cc1)C(=O)c1ccc(C(F)(F)F)cc1 (stereo unspecified)	-8	13	-6

(next part)
mol,hcGAS inh,NPYLR7 ag,mcGAS inh
Cc1noc(C)c1CN(C)CC(=O)N1CCCCCC1,-5,·,-5
COc1ccc(-c2cc(N)n(-c3ccc(C(=O)NC[C@@H]4CCCO4)cc3)n2)cc1,0,-2,-2
CCOC(=O)C1CCCCN1CC(=O)N1N=C(c2cccc(C)c2)CC1c1ccc(OC)cc1 (stereo unspecified),-4,-4,-5
COc1ccc(-c2cn3nc(SCC(=O)Nc4ccc(C)cc4C)ccc3n2)cc1,-4,3,·
O=C(O)CCc1nnc(-c2cccs2)[nH]c1=O,16,12,·
Nc1nc(=S)nc(-c2cc(C3CC3)nn2-c2ccccc2)[nH]1,11,1,5
COc1cc2nc(/C=C/c3ncc[nH]3)sc2cc1OC,-3,7,-16
CCOC(=O)C1(Cc2cccc(Cl)c2)CCCN(C(=O)c2ccco2)C1 (stereo unspecified),0,1,·

(more compounds)
mol,hcGAS inh,NPYLR7 ag,mcGAS inh
COc1ccc(CCN(C)C(=O)c2ccc3c(c2)OCCO3)cc1OC,4,-5,·
COc1ccc(NCN2C(=O)c3cc(Cl)c(Cl)cc3C2=O)cc1,-1,16,·
CCC(=O)N1CCN(c2nc(C)nc3sc4c(c23)CCN(CC)C4)CC1,-7,·,-5
O=S(=O)(Nc1ccccc1O)c1cnn(-c2ccccc2F)c1,-4,1,·
CCOC(=O)C1(C)CCCCN1C(=O)c1ccnc(Cl)c1 (stereo unspecified),1,-4,·
CC1(C(=O)NS(=O)(=O)c2cccc(F)c2)CCN1C(=O)Cc1ccccc1Cl (stereo unspecified),-7,8,·
CC(=O)N1N=C(Cc2ccccc2)OC1C(=O)N1CCN(c2ccccc2)CC1 (stereo unspecified),-7,6,·
COc1cc(NS(=O)(=O)c2cnc[nH]2)cc(OC)c1,-6,10,·

Next results.
mol,hcGAS inh,NPYLR7 ag,mcGAS inh
O=S1(=O)CCC(N(Cc2ccon2)Cc2ccccc2F)C1 (stereo unspecified),-5,15,·
O=C(NC(Cc1c[nH]c2ccccc12)C(=O)O)c1ccc(Cl)cc1 (stereo unspecified),-3,-8,·
Cc1cc(NC(=O)COC(=O)C2CSC3(c4ccc(F)cc4)CCC(=O)N23)no1 (stereo unspecified),1,8,·
COc1cccc(C(=O)N2CCSC2c2ccccc2C(F)(F)F)c1 (stereo unspecified),0,-5,-4
Cc1cccc(C)c1OCC(O)CNc1ncc(C(F)(F)F)cc1Cl (stereo unspecified),0,5,·
Cc1nnc(SCC(=O)Nc2ccc(F)cc2)c2c1cnn2-c1ccc(F)cc1,-9,-12,-17
CCn1ccnc1CN(C)C(=O)c1ccc2oc(-c3ccc(C(F)(F)F)cc3)nc2c1,-4,11,-7
COC(=O)Nc1ccc(S(=O)(=O)N2CCCC(C(=O)N3CCC(C)CC3)C2)cc1 (stereo unspecified),-2,2,·

Remaining list, next part:
mol,hcGAS inh,NPYLR7 ag,mcGAS inh
COc1cccc(CC2=NOC(C(=O)N3CCC(Sc4ccc(F)cc4)CC3)C2)c1 (stereo unspecified),-6,6,-26
O=C(Cn1nnc(-c2ccccc2)n1)N1CCN(c2ccc(Cl)cc2[N+](=O)[O-])CC1,6,4,1
CCc1cc(CNC(=O)N(C)Cc2nc(C(F)(F)F)cs2)[nH]n1,-6,-1,-12
CCCn1c(-c2nnc(C(C)C)o2)cc2ccccc21,-4,-6,-8
CN(Cc1ncc[nH]1)C(=O)c1ncc(F)cc1F,-10,4,·
COCC(C)(CCO)NCc1c(F)cccc1Cl (stereo unspecified),-6,6,·
COc1ccc(CC(=O)N(CCc2ccccc2)C(C)c2nc3ccccc3c(=O)n2-c2ccc(C)c(C)c2)cc1 (stereo unspecified),5,-8,0
c1ccc(C(c2ccccc2)N2CCN(Cc3nc(CC4CC4)no3)CC2)cc1,-6&-1,19&-2,-12&-3
COc1cccc(CN(Cc2ccc(F)cc2)CC(O)COCc2ccccc2)c1OC (stereo unspecified),-2,27,-9
C=CCn1cc(CNC(CCn2ccnc2C)c2ccccc2)c(C)n1 (stereo unspecified),-8,1,·

Rows were taken by chance; overall some 0.27% were active at least once.
